PLK1 PBD block: blocks phosphopeptide binding to human PLK1 polo-box domain; P53350; Plk1 PBD binding of FITC phosphopeptide, fluorescence polarization; Potency, µM, for inactives: max response, negative = inhibition, actives largely listed as inhibitors; actives 2.8% (n = 360,000); AID 720504; note: potency is the fitted concentration of half-maximal effect; series mostly up to about 57 µM; % is set by controls: 0 for no effect and ±100 for the full control effect; nearly all actives have a fitted effect of over 65% in size
GLP1R inv ag: GLP-1 receptor (human) inverse agonism. actives 1.6% (n = 410,000). Potency, µM (highest dose often 38.3 µM), inactives show at the top dose activity change, negative = inhibition, usual class: inhibitors. HEK293 GLP-1R CRE-luciferase, luminescence, 24 h; GLP-1R form is constitutively active. AID 624417; note: potency is the fitted concentration of half-maximal effect; % is set by controls: 0 for no effect and ±100 for the full control effect; nearly all actives have a fitted effect of over 55% in size
Target sequence (P43220 whole entry, looked up): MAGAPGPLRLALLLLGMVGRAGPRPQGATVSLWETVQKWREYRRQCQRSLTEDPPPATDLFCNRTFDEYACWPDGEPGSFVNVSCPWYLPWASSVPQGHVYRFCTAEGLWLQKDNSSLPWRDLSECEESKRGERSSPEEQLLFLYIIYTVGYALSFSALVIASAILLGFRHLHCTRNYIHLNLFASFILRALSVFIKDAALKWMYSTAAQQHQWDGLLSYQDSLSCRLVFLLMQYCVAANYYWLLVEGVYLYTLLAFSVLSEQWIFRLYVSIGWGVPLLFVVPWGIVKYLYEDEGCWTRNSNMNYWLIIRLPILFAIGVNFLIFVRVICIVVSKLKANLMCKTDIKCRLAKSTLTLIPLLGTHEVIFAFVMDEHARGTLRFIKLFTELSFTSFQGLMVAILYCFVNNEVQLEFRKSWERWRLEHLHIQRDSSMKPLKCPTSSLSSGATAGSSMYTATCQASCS
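HEK293 cells stably co-expressing a cAMP-responsive luciferase reporter and constitutively active GLP-1R were seeded, incubated 12 h, then exposed to compounds for 24 h at 37 C. Luminescence was read 12 min after detection reagent; inverse agonists lower signal.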
GLP1R ag: GLP-1 receptor (human) agonism; P43220; HEK293 GLP-1R CRE-luciferase, luminescence, 4-6 h; cells express a hypersensitive GLP-1R form; Potency, µM (highest dose often 45.6 µM), inactives show at the highest dose activation, usual class: activators; actives 0.007% (n = 380,000); AID 624172; note: potency is the fitted concentration of half-maximal effect; % of control where 0% means no effect
IL-2 act: activators of IL-2. IL-2 activation reporter assay, cell-based qHTS; stimulated with anti-CD3/CD4/CD28 beads; in transgenic mouse T cells. activation, % (series mostly up to about 46 µM). actives 0.065% (n = 360,000); in the data active = activation above about 50%; inconclusive = mostly about 30% to 49%; note: 0% is about no effect
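Screening format: compound pinned onto unstimulated transgenic mouse T cells, 60 min incubation, then anti-CD3/anti-CD4/anti-CD28 bead stimulation for 18 hours at 37 degrees C, followed by EGFP and DsRed detection.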
HEK293 tox: cytotoxicity in counter-screen for GLP-1R inverse agonists; HEK293 cAMP-luciferase reporter cells, luminescence, 24 h; Potency, µM (doses to about 38.3 µM), for the others: at the top dose activity change, negative = inhibition, hits mostly inhibitors; actives 0.13% (n = 410,000);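 note: loss of luciferase light is scored as toxicity; potency is the fitted concentration of half-maximal effect; % is set by controls: 0 for no effect and ±100 for the full control effect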
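MLSMR compounds, 24 hr on cells at 37 deg C/5% CO2; luminescence after luciferase reagent (12 min RT). Inhibition counted as the undesired cytotoxic outcome.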
PTHR1 ag: activates the human parathyroid hormone receptor PTHR1; Q03431; HEK293 GP2 PTHR1 cells, GloSensor cAMP luminescence, 1 h; Potency, µM (series often up to 115 µM), inactives show top-dose activation, most hits filed as activators; actives 0.075% (n = 410,000); note: potency is the fitted concentration of half-maximal effect; nearly all actives have a fitted effect of over 55% in size; some results filed as inactive show a strong effect at the top dose; inactives centre near -15; many of its hits are not listed in these tables
Target sequence (Q03431 whole entry, looked up): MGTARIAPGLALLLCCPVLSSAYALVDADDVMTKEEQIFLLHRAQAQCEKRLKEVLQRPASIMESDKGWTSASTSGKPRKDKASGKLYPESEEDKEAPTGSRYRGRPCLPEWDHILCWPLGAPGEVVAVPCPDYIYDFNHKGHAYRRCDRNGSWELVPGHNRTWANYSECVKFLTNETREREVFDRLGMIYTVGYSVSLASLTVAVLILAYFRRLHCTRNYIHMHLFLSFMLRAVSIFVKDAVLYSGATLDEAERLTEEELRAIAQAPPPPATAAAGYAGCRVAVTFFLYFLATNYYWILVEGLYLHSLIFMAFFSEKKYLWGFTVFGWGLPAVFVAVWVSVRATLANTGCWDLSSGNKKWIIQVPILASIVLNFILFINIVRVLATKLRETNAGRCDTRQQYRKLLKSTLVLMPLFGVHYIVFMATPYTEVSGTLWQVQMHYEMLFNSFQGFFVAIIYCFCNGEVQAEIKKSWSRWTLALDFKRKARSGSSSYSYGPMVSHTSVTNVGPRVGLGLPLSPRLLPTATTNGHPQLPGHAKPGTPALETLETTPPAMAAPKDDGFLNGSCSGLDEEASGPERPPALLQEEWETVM
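HEK-293-derived GP2 cells expressing PTHR1 and a GloSensor cAMP reporter, 3,000/well, plated overnight, given luciferin plus IBMX (each 0.5 mM as added) for 1 h at 37 °C, then compound for 1 h at 37 °C. Luminescence was read after 15 min at room temperature.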
EPAC1 ag: EPAC1 (human) agonism | O95398 | EPAC1 agonist qHTS, biochemical assay; response scale: 100% = response to 6.5 mM cAMP | Potency, µM (titrated, usually from 154 µM), for the others: at the highest dose activation, actives largely listed as activators | actives 0.073% (n = 360,000); note: potency is the fitted concentration of half-maximal effect; nearly all actives have a fitted effect of over 60% in size
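Read-out is the fluorescence drop as BODIPY-GDP leaves Rap1B (480 nm excitation, 540 nm emission), recorded every 5 minutes over 30 minutes. Reactions held 100 nM EPAC1, 250 nM Rap1B–BODIPY-GDP and 50 uM GDP, with 6.5 mM cAMP setting full activation.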
EPAC1 antagonist: blocks human EPAC1 exchange factor. O95398. EPAC1 GEF assay, Rap1b-BODIPY-GDP exchange fluorescence. Potency, µM (highest dose often 115 µM), for the others: at the top dose activity change, negative = inhibition, most hits filed as inhibitors. actives 0.14% (n = 360,000);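 note: potency is the fitted concentration of half-maximal effect; plate controls were vehicle for no effect and positive control for full effect; nearly all actives have a fitted effect of over 50% in size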
PI5P4Ka inh: PI5P4K alpha (human) kinase inhibition | max response, % | PI5P4Kalpha enzyme, ADP-Glo luminescence, 60 min; active compounds read low | actives 1.2% (n = 330,000) | P48426; active = max response of -50% or lower; inconclusive = between -30% and -50%; inactive = -30% or higher; note: value at the top dose of about 77 µM; % is set by controls: 0 for no effect and ±100 for the full control effect
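Reactions run in 0.038 M HEPES pH 7.4, 0.28 mM EGTA, 0.1% CHAPS and 5% DMSO, with PI5P4Kalpha, substrate, compound and 5 microM ATP final, one hour at room temperature. Readout is ADP-Glo luminescence.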
An asterisk follows results filed as active; [ ] = dose if it differs, or a comment. Unless noted, calls come from the whole dose curve; as a rule, active = well fitted curve in the direction sought with a large enough effect; inconclusive = small, poorly fitted or top-dose-only effect, or another doubt; inactive = no such curve, though single readings can be large; an effect the other way counts as inactive or inconclusive. Not all compounds are listed. The share of hits here may be higher or lower than overall.

For CCn1c(COc2ccc(=O)n(-c3ccccc3)n2)nnc1SCc1ccccc1C the results were PLK1 PBD block -1%, GLP1R inv ag -15%, GLP1R ag 2%, IL-2 act -1.9, HEK293 tox -18%, PTHR1 ag inactive, EPAC1 ag 4%, EPAC1 antagonist 8% and PI5P4Ka inh -1.
For Cc1cc(C)c(S(=O)(=O)N2CCCC(C(=O)NCCC3=CCCCC3)C2)c(C)c1 (stereo not drawn) the results were PLK1 PBD block -9%, GLP1R inv ag inconclusive, GLP1R ag 4%, IL-2 act -1.7, HEK293 tox 6%, PTHR1 ag 9%[57.5 µM], EPAC1 ag 11% and EPAC1 antagonist -3%.
COc1ccc(S(=O)(=O)N2CCC(C(=O)Nc3ccc(S(=O)(=O)N4CCCC4)cc3)CC2)cc1OC was read as PLK1 PBD block 1%, GLP1R inv ag 4%, GLP1R ag 6%, IL-2 act -0.7, HEK293 tox 6%, PTHR1 ag inactive, EPAC1 ag 20%, EPAC1 antagonist 7% and PI5P4Ka inh 0.
Screening Cc1nnc(NC(=O)Nc2ccc(Cl)c(Cl)c2)s1 returned PLK1 PBD block -3%, GLP1R inv ag 0%, GLP1R ag -8%, IL-2 act -3.4, HEK293 tox -9%, PTHR1 ag -15%[57.5 µM], EPAC1 ag 9% and EPAC1 antagonist 11%.
Screening CCn1c(SCC(=O)N/N=C/C=C\c2ccccc2[N+](=O)[O-])nc2ccccc21 returned PLK1 PBD block -20%, GLP1R inv ag 10%, GLP1R ag 5%, IL-2 act -0.9, HEK293 tox -21%, PTHR1 ag -25%[57.5 µM], EPAC1 ag 8% and EPAC1 antagonist 1%.
`COc1cccc(CCNc2ccc(N3C(=O)CC(C)C3=O)cc2[N+](=O)[O-])c1` (stereo not drawn) gave PLK1 PBD block -11%, GLP1R inv ag -19%, GLP1R ag 18%, IL-2 act 0.0, HEK293 tox -8%, PTHR1 ag inactive, EPAC1 ag 15%, EPAC1 antagonist -17% and PI5P4Ka inh 3.
COc1ccc(NC(=O)CSCC(=O)N(C)CCOc2ccc(Cl)cc2)cc1 was read as PLK1 PBD block 1%, GLP1R inv ag -29%, GLP1R ag -1%, IL-2 act -0.3, HEK293 tox 2%, PTHR1 ag -35%[inhibitor], EPAC1 ag -4%, EPAC1 antagonist -6% and PI5P4Ka inh -4.
`Cc1cc(C)n(CCSCC(=O)O)n1` gave PLK1 PBD block -6%, GLP1R inv ag 8%, GLP1R ag 3%, IL-2 act 0.9, HEK293 tox -10%, PTHR1 ag -11%[57.5 µM], EPAC1 ag 7% and EPAC1 antagonist 6%.
Screening Cc1ccc(S(=O)(=O)N2C(=O)CCC2C(=O)N2CCN(C)CC2)cc1 (stereo not drawn) returned PLK1 PBD block -7%, GLP1R inv ag 12%, GLP1R ag -3%, IL-2 act -1.6, HEK293 tox 2%, PTHR1 ag -16%[57.5 µM], EPAC1 ag 6% and EPAC1 antagonist 1%.
Screening COc1c(C)cc(C(=O)C2CCCN(C(=O)C3=C(C)OCCO3)C2)cc1C (stereo not drawn) returned PLK1 PBD block 0%, GLP1R inv ag -1%, GLP1R ag 0%, IL-2 act -0.6, HEK293 tox -4%, PTHR1 ag -13%, EPAC1 ag -9%, EPAC1 antagonist 14% and PI5P4Ka inh 0.
For COc1ccc(N=C2C(=O)Nc3ccc(C)c(Br)c32)cc1 the results were PLK1 PBD block -17%, GLP1R inv ag -23%, GLP1R ag 17%, IL-2 act 1.1, HEK293 tox 3%, PTHR1 ag -16%, EPAC1 ag -2%, EPAC1 antagonist -17% and PI5P4Ka inh 13.
`Cc1nn(C(C)(C)C)c(OC(=O)CC(C)C)c1S(=O)(=O)c1ccccc1` gave PLK1 PBD block -18%, GLP1R inv ag inconclusive, GLP1R ag 8%, IL-2 act -0.5, HEK293 tox -8%, PTHR1 ag inactive, EPAC1 ag 12%, EPAC1 antagonist -15% and PI5P4Ka inh 7.
Screening Cc1ccc(N2C(=O)Nc3ccccc3C2(O)C(=O)NCCCOC(C)C)cc1C (stereo not drawn) returned PLK1 PBD block 0%, GLP1R inv ag 5%, GLP1R ag 8%, IL-2 act -0.9, HEK293 tox -12%, PTHR1 ag -1%, EPAC1 ag -2%, EPAC1 antagonist 12% and PI5P4Ka inh 0.
`Cc1cc(=O)oc2cc(OCC(=O)Nc3ccc4[nH]c(=O)[nH]c4c3)ccc12` gave PLK1 PBD block -1%, GLP1R inv ag 17%, GLP1R ag 1%, IL-2 act 2.3, HEK293 tox -7%, PTHR1 ag 24%, EPAC1 ag 3%, EPAC1 antagonist 9% and PI5P4Ka inh 5.
O=C1NC(=O)C(c2ccccc2)(c2ccc(Cl)cc2Cl)N1 (stereo not drawn) was read as PLK1 PBD block 3%, GLP1R inv ag inconclusive, GLP1R ag 10%, IL-2 act -0.6, HEK293 tox -2%, PTHR1 ag inactive, EPAC1 ag -1%, EPAC1 antagonist -7% and PI5P4Ka inh 0.
CC(=O)Nc1cccc(C(=O)Nc2cccnc2)c1 was read as PLK1 PBD block -4%, GLP1R inv ag 14%, GLP1R ag 0%, IL-2 act -0.5, HEK293 tox 4%, PTHR1 ag inactive, EPAC1 ag -9%, EPAC1 antagonist -24% and PI5P4Ka inh -12.
Cc1ccc(N(CC(=O)Nc2c(C)n(C)n(-c3ccccc3)c2=O)S(C)(=O)=O)cc1C was read as PLK1 PBD block 0%, GLP1R inv ag 1%, GLP1R ag 3%, IL-2 act 0.6, HEK293 tox -10%, PTHR1 ag inactive, EPAC1 ag 1%, EPAC1 antagonist 7% and PI5P4Ka inh -8.
Screening CCc1ccc(-c2ccc(C(=O)O)c(C)n2)cc1 returned PLK1 PBD block -3%, GLP1R inv ag 53%[activator], GLP1R ag 2%, IL-2 act 0.8, HEK293 tox 15%, PTHR1 ag -13%, EPAC1 ag -4%, EPAC1 antagonist -6% and PI5P4Ka inh 4.
`Cc1ccc(N(Cc2ccccc2)C(=O)c2ccc(F)c(S(=O)(=O)N3CCOCC3)c2)cc1` gave PLK1 PBD block -8%, GLP1R inv ag inconclusive, GLP1R ag 4%, IL-2 act 2.1, HEK293 tox -9%, PTHR1 ag -43%[inhibitor], EPAC1 ag 9%, EPAC1 antagonist -17% and PI5P4Ka inh 4.
Cc1nc(N2CCC(C)CC2)c2c(C)c(C(=O)Nc3ccc4c(c3)OCCO4)sc2n1 was read as PLK1 PBD block 3%, GLP1R inv ag 6%, GLP1R ag -2%, IL-2 act -1.0, HEK293 tox 2%, PTHR1 ag -18%, EPAC1 ag 4%, EPAC1 antagonist -4% and PI5P4Ka inh 10.
For O=C1CC(N2CCCCC2)C(=O)N1c1ccccc1 (stereo not drawn) the results were PLK1 PBD block -6%, GLP1R inv ag 6%, GLP1R ag -4%, IL-2 act -0.3, HEK293 tox -12%, PTHR1 ag -8%, EPAC1 ag -4%, EPAC1 antagonist 4% and PI5P4Ka inh -6.
Screening CCOC(=O)CNC(=O)C(NC(=O)C1CCC(C)CC1)C(C)CC (stereo not drawn) returned PLK1 PBD block inconclusive, GLP1R inv ag 8%, GLP1R ag -8%, IL-2 act -0.8, HEK293 tox 13%, PTHR1 ag -15%[57.5 µM], EPAC1 ag -1%, EPAC1 antagonist -4% and PI5P4Ka inh 1.
For CCNC(=O)CC1C(=O)N(CC)C(=S)N1NC(=O)c1ccccc1 (stereo not drawn) the results were PLK1 PBD block 1%, GLP1R inv ag 3%, GLP1R ag 6%, IL-2 act 0.9, HEK293 tox -10%, PTHR1 ag -2%, EPAC1 ag 2%, EPAC1 antagonist -3% and PI5P4Ka inh -4.
For O=C(CCN1C(=O)C2C3CCC(C3)C2C1=O)Nc1ccc([N+](=O)[O-])cc1 (stereo not drawn) the results were PLK1 PBD block -14%, GLP1R inv ag -16%, GLP1R ag 3%, IL-2 act -1.0, HEK293 tox 0%, PTHR1 ag -3%, EPAC1 ag 5%, EPAC1 antagonist 17% and PI5P4Ka inh -5.
Screening C=CCNc1ncnc2c1ncn2[C@H]1CN(Cc2ccccc2)C[C@@H](COC(C)=O)O1 returned PLK1 PBD block -4%, GLP1R inv ag 39%[activator], GLP1R ag 16%, IL-2 act -0.4, HEK293 tox 0%, PTHR1 ag -6%, EPAC1 ag 6%, EPAC1 antagonist 4% and PI5P4Ka inh 3.
`COc1cc(OC)cc(C(=O)N[C@H](C(=O)Nc2cc(C)cc(C)c2)C(C)C)c1` gave PLK1 PBD block 2%, GLP1R inv ag 7%, GLP1R ag 4%, IL-2 act 1.0, HEK293 tox 7%, PTHR1 ag inactive, EPAC1 ag -14%, EPAC1 antagonist -7% and PI5P4Ka inh 4.

An excerpt from above in order of molecular weight, rising.
CC(=O)Nc1cccc(C(=O)Nc2cccnc2)c1 was read as PLK1 PBD block -4%, GLP1R inv ag 14%, GLP1R ag 0%, IL-2 act -0.5, HEK293 tox 4%, PTHR1 ag inactive, EPAC1 ag -9%, EPAC1 antagonist -24% and PI5P4Ka inh -12.
For O=C(CCN1C(=O)C2C3CCC(C3)C2C1=O)Nc1ccc([N+](=O)[O-])cc1 (stereo not drawn) the results were PLK1 PBD block -14%, GLP1R inv ag -16%, GLP1R ag 3%, IL-2 act -1.0, HEK293 tox 0%, PTHR1 ag -3%, EPAC1 ag 5%, EPAC1 antagonist 17% and PI5P4Ka inh -5.
`Cc1ccc(N(Cc2ccccc2)C(=O)c2ccc(F)c(S(=O)(=O)N3CCOCC3)c2)cc1` gave PLK1 PBD block -8%, GLP1R inv ag inconclusive, GLP1R ag 4%, IL-2 act 2.1, HEK293 tox -9%, PTHR1 ag -43%[inhibitor], EPAC1 ag 9%, EPAC1 antagonist -17% and PI5P4Ka inh 4.

Assay outcomes deposited in PubChem BioAssay by National Center for Advancing Translational Sciences (NCATS).
